From PubChem
Glioma ERSR ind: induces the endoplasmic reticulum stress response in human glioma cells; U87-MG GRP78 promoter luciferase reporter, 16 h; 420,000 tested, 0.02% active; Potency, µM, without a hit: at the top dose activation, most hits filed as activators; further: potency means the concentration at half of the fitted maximal effect; series mostly up to about 76 µM; % of control where 0% means no effect; nearly all actives have a fitted effect of over 35% in size
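Stably transfected U87-MG glioma cells carrying a GRP78-based luciferase sensor; 16 h compound incubation. Luminescence end-point read 10 min after Bright-Glo addition at room temperature.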
LDHA block: blocks human lactate dehydrogenase A; purified LDHA, NADH/diaphorase-resazurin fluorescence; active compounds read low; activity change, % (values are at about 110 or 230 µM); 480,000 tested, 0.15% active; AID 1347041; in the data active means activity change below about -30%; inconclusive means mostly about -25% to -30%;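 further: plate controls were DMSO wells for no effect and wells without enzyme for full effect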
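Human LDH5 (2 nM) was incubated with 0.06 mM NADH and 0.2 mM pyruvate for 5 min at room temperature in Tris pH 7.4. Remaining NADH was coupled through diaphorase/resazurin, and resorufin fluorescence was read at 0 and 20 min.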
Vif-APOBEC3G blk: Vif-A3G binding inhibition; Q9HC16; HeLa A3G-eYFP + Vif (tagged APOBEC3G with the HIV-1 protein that degrades it), YFP fluorescence, overnight; Potency, µM (series often up to 46.1 µM), inactives show at the top dose activity, negative = active, usual class: inhibitors; 410,000 tested, 0.076% active; AID 602310;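 further: potency means the concentration at half of the fitted maximal effect; on the % scale 0 is the no-effect control and ±100 the full control effect; nearly all actives have a fitted effect of over 60% in size; hits raise eYFP signal because A3G escapes Vif-driven loss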
Target sequence (Q9HC16 whole entry, looked up): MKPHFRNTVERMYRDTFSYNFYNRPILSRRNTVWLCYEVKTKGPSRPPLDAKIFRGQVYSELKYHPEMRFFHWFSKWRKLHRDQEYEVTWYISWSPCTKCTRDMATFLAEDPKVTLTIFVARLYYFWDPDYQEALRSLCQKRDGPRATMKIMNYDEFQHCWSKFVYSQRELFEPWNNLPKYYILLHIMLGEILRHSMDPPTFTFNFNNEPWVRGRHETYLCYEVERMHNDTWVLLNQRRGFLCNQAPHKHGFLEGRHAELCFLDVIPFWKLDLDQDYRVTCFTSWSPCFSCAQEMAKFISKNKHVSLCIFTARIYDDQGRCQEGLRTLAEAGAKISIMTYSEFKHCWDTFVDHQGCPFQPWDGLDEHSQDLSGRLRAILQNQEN
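HeLa cells stably expressing Vif and C-terminally eYFP-tagged A3G, seeded overnight at 37 deg C, then exposed to compound by pintool overnight at 37 deg C. Rise in yellow fluorescence (Ex 488/Em 500-530, Acumen) marks blocked Vif-driven A3G degradation.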
D1 potentiator: enhances dopamine response at the human D1 receptor; 360,000 tested, 0.036% active; potentiation, % at 10 µM; HEK293 TREx D1 cells, calcium flux, dopamine EC20 potentiation; in the data active means potentiation above about 30%; further: 0% is about no effect
D2 PAM: D2 dopamine receptor (human) potentiation; AID 485347; HEK293 T-REx D2, calcium flux, EC20 dopamine potentiation; 340,000 tested, 0.34% active; P14416; potentiation, % at 10 µM;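 active means potentiation over 3 SD above the plate norm, cut at about 30% in these data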; further: 0% is about no effect
Target sequence (P14416 whole entry, looked up): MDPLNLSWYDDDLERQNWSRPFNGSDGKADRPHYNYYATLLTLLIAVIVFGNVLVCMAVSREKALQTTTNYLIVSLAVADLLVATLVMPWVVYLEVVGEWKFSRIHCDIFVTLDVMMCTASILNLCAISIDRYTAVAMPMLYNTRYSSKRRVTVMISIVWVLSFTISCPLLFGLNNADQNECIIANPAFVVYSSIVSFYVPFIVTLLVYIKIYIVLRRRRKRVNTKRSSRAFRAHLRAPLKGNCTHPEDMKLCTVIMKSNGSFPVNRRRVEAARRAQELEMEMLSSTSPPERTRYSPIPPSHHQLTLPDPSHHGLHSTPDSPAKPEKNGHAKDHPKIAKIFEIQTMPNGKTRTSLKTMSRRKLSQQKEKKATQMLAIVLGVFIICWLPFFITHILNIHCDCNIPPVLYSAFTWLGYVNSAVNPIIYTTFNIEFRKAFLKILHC
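Potentiation of an EC20 dopamine calcium response measured kinetically over 180 s, after a preceding 180 s compound-only read flagging agonists. Cells: inducible Hek293 Trex D2 line, 4000/well, cultured overnight at 30 C before dye loading.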
Vif-A3F inh: blocks the Vif interaction with APOBEC3F | HeLa A3F-eYFP + Vif (tagged APOBEC3F with the HIV-1 protein that degrades it), YFP fluorescence increase | Potency, µM (top dose mostly 46.1 µM), for inactives: top-dose activity, negative = active | 390,000 tested, 0.2% active; further: potency means the concentration at half of the fitted maximal effect; % of control where 0% means no effect; nearly all actives have a fitted effect of over 65% in size
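Fluorescence increase (Ex 488/Em 500-530) after overnight compound treatment at 37 deg C flags inhibition of Vif-driven A3F-eYFP loss in stable HeLa A3F-eYFP/Vif cells seeded overnight beforehand.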
D1 antagonist: human D1 dopamine receptor antagonism | P21728 | HEK293 TREx D1 cells, calcium flux, dopamine EC80; active compounds read low | activity change, negative = inhibition, % at 10 µM | 360,000 tested, 3.2% active | AID 504652; in the data active means activity change below about -30%; further: on the % scale 0 is the no-effect control and ±100 the full control effect
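After overnight tetracycline induction at 30 C, force-coupled D1 HEK293 cells took up a no-wash calcium dye at room temperature. Compounds were added and monitored 180 s, and the response to EC80 dopamine was then recorded.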
RXFP1 agonist: RXFP1 (human) receptor agonism. Q9HBX9. HEK293T-RXFP1 cAMP TR-FRET, 30 min; response scale: percent of porcine relaxin response, buffer zero. Potency, µM (series often up to 57.5 µM), for the others: at the top dose activation, actives largely listed as activators. 370,000 tested, 0.3% active; further: potency means the concentration at half of the fitted maximal effect; on the % scale 0 is the no-effect control and ±100 the full control effect; nearly all actives have a fitted effect of over 60% in size; many of its hits are not listed in these tables
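Agonist response is measured as cAMP accumulation in an RXFP1-transfected HEK293T line under PDE4 inhibition. Values are scaled between buffer-only and 29 nM porcine relaxin, and EC50s come from standard Hill equation fits.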
D1 ag: agonists of human D1 dopamine receptor; 360,000 tested, 1% active; HEK293 T-REx D1 cells, calcium flux, agonist mode; activation, % at 2 µM; AID 504660; P21728; in the data active means activation above about 30%; further: 0% is about no effect
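Inducible HEK293 T-REx D1 cells, force-coupled to calcium signalling, were plated at 4000 cells/well with tetracycline and held overnight at 30 C. After no-wash calcium dye loading, compound-evoked calcium rise over 180 s flagged agonists.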
* marks the source's active call; other numbers are inactive results; ? = inconclusive; nt = not tested or not shown; & = joins results of further samples. Unless noted, the call rests on the fitted dose curve; in most records, active means well fitted curve in the direction sought with a large enough effect; inconclusive means small, poorly fitted or top-dose-only effect, or another doubt; inactive means no such curve, though single readings can be large; an effect the other way counts as inactive or inconclusive. A portion of the library. The share of hits here may be higher or lower than overall.

SMILES | Glioma ERSR ind | LDHA block | Vif-APOBEC3G blk | D1 potentiator | D2 PAM | Vif-A3F inh | D1 antagonist | RXFP1 agonist | D1 ag
Cc1cccc(C)c1-n1ncc(C(=O)Nc2ccc3c(c2)OCO3)c1C1CCN(C(=O)OC(C)(C)C)CC1 | 3% | 9 | 2% | -5 | 2 | -3% | -8 | -5.6% | 0
CCOC(=O)c1c(NC(=O)C2c3ccccc3Oc3ccccc32)sc(C(C)=O)c1C | -3% | 0 | 0% | -1 | 10 | 0% | 9 | 7.8% | 3
O=C(NCCN1CCN(C(=O)c2ccccc2Cl)CC1)C(=O)NCc1ccccc1 | -1% | -7 | -2% | -6 | -1 | 1% | 5 | 2.5% | 0
O=C(OC1Cn2c(=O)ccc(=O)n2C1)c1ccc([N+](=O)[O-])cc1 | -3% | -2 | 3% | -3 | 1 | 0% | -14 | 1.9% | 2
CCCc1cc(=O)n2c(nc3ccccc32)[nH]1 | 3% | 0 | -7% | 1 | 29 | -3% | 5 | 0.2% | 4
COc1ccc(C(=S)Nc2ccc(N(C)C)cc2)cc1 | 0% | -2 | 2% | -5 | 1 | -2% | -4 | -1.2% | -3
CCOC(=O)Cn1c(=O)oc2cc(S(=O)(=O)N(C)c3ccc(OC)cc3)ccc21 | 0% | -11 | 7% | -12 | 5 | 4% | -20 | 4.8% | 8
Cc1csc2c(N3CCN(C(=S)Nc4ccc(F)cc4F)CC3)ncnc12 | -4% | -5 | 3% | -7 | 2 | 7% | -42* | -0.8% | 40*
COc1cc(/C=N/N(C)S(=O)(=O)c2ccc(C)cc2)cc([N+](=O)[O-])c1O | -1% | 1 | 2% | -4 | 1 | -5% | -1 | 0.0% | 1
CCOC(=O)N=Nc1c(O)n(C)c2ccccc12 | -1% | -4 | 1% | 0 | -5 | 1% | 26 | -1.9% | 1
COc1ccc(NC(=O)Cn2c(=O)n(-c3ccc(C)c(C)c3)c(=O)c3c4c(sc32)CCCCC4)cc1Cl | -1% | 1 | -2% | -1 | -2 | -14% | 3 | 2.2% | 2
Cc1ccc(NC(=O)[C@@H]2CCCN2S(=O)(=O)c2ccccc2F)cc1S(=O)(=O)N1CCOCC1 | -1% | 1 | 2% | -5 | 13 | -5% | -5 | 0.6% | 1
O=C(N/N=C/c1ccc(Br)o1)/C(=C/c1ccc([N+](=O)[O-])cc1)NC(=O)c1ccccc1 | -5% | -4 | -1% | 0 | nt | -6% | -20 | 0.8% | 3
NS(=O)(=O)c1cccc(NC(=O)CSc2nnc(C3CC3)n2Cc2ccccc2)c1 | -3% | -6 | -6% | 1 | -4 | -7% | -4 | -2.0% | 1
Cc1ccc(NC(=O)CC(O)(C(F)(F)F)C(F)(F)F)cc1 | -3% | 5 | 0% | 2 | 4 | -8% | -2 | 0.2% | -1
O=C(CN1C(=O)NC(c2ccc(F)cc2)C1=O)Nc1ccc2c(c1)OCCO2 (centres undefined) | -1% | -12 | -1% | -10 | -6 | 5% | -5 | 0.3% | 1
O=C(O)C1CCC(=O)N1C(=O)OCc1ccccc1 (centres undefined) | -1% | -9 | 2% | -3 | -8 | -16% | -20 | 4.0% | 7
Cc1oc2ncn(CC(C)C)c(=O)c2c1C(=O)N1CCN(c2ccc(F)cc2)CC1 | 1% | -7 | -4% | 0 | 1 | 0% | 11 | -1.1% | -1
O=C(COc1ccc(Br)cc1)Nc1ccccc1C(=O)NC1CC1 | -1% | -7 | -3% | -1 | 12 | 4% | -20 | 0.6% | 1
O=C(O)c1cc([N+](=O)[O-])cc([N+](=O)[O-])c1N1CCN(c2cccc(C(F)(F)F)c2)CC1 | -2% | -4 | -3% | -3 | -6 | 5% | -9 | 4.0% | 3

4 entries from above, field by field.
O=C(N/N=C/c1ccc(Br)o1)/C(=C/c1ccc([N+](=O)[O-])cc1)NC(=O)c1ccccc1
  Glioma ERSR ind: -5%
  LDHA block: -4
  Vif-APOBEC3G blk: -1%
  D1 potentiator: 0
  D2 PAM: nt
  Vif-A3F inh: -6%
  D1 antagonist: -20
  RXFP1 agonist: 0.8%
  D1 ag: 3
Cc1cccc(C)c1-n1ncc(C(=O)Nc2ccc3c(c2)OCO3)c1C1CCN(C(=O)OC(C)(C)C)CC1
  Glioma ERSR ind: 3%
  LDHA block: 9
  Vif-APOBEC3G blk: 2%
  D1 potentiator: -5
  D2 PAM: 2
  Vif-A3F inh: -3%
  D1 antagonist: -8
  RXFP1 agonist: -5.6%
  D1 ag: 0
CCOC(=O)N=Nc1c(O)n(C)c2ccccc12
  Glioma ERSR ind: -1%
  LDHA block: -4
  Vif-APOBEC3G blk: 1%
  D1 potentiator: 0
  D2 PAM: -5
  Vif-A3F inh: 1%
  D1 antagonist: 26
  RXFP1 agonist: -1.9%
  D1 ag: 1
Cc1ccc(NC(=O)CC(O)(C(F)(F)F)C(F)(F)F)cc1
  Glioma ERSR ind: -3%
  LDHA block: 5
  Vif-APOBEC3G blk: 0%
  D1 potentiator: 2
  D2 PAM: 4
  Vif-A3F inh: -8%
  D1 antagonist: -2
  RXFP1 agonist: 0.2%
  D1 ag: -1

(further entries)
SMILES | Glioma ERSR ind | LDHA block | Vif-APOBEC3G blk | D1 potentiator | D2 PAM | Vif-A3F inh | D1 antagonist | RXFP1 agonist | D1 ag
Cc1ccc(S(=O)(=O)NCC(=O)OCC(=O)N2C(C)CCCC2C)cc1 (centres undefined) | -3% | -3 | 0% | nt | nt | ? | nt | nt | nt
COc1ccc(-c2coc3cc4oc(=O)cc(C)c4cc23)cc1F | -4% | -5 | -7% | -4 | 3 | -11% | 7 | -0.8% | 2
Cc1sc2nc(C3CC3)nc(NCCNS(=O)(=O)c3ccccc3)c2c1C | -3% | -3 | -4% | -3 | 3 | -1% | 9 | -0.7% | 0
O=C(Oc1ccc(C(=S)N2CCOCC2)cc1)c1ccccc1 | -6% | -5 | 2% | -3 | 2 | 0% | 4 | 1.9% | 0
NC(=O)c1ccsc1NC(=O)c1cc(=O)c2ccccc2o1 | 0% | -8 | -2% | -1 | 7 | -16% | -5 | -1.4% | -2
COc1ccc(N2CCN(C(=O)c3ccc4c(Cl)c5c(nc4c3)CCCC5)CC2)cc1 | -3%&3% | 4&1 | 3%&1% | 4&0 | 4&2 | 3%&-1% | 2&6 | -0.1%&4.8% | 1&-2
O=C(O)c1cccc(NC(=O)C23CC4CC(C2)CC(n2cnc(Cl)n2)(C4)C3)c1 | -2% | -1 | -1% | -4 | 17 | -6% | 0 | 0.5% | 2
COc1ccccc1/C=C/C(=O)NC(=S)NC(C)C | -1% | -3 | -7% | 13 | 1 | -11% | 25 | -1.4% | 5
O=C(CN1C(=O)C2(SCC(=O)N2c2ccc(F)c(F)c2)c2ccccc21)Nc1cccc(Cl)c1 (centres undefined) | -3% | 4 | -2% | -9 | 1 | -1% | -17 | -4.0% | 9
CCc1nnc(NC(=O)CSc2nnnn2-c2cccc(C(=O)OC)c2)s1 | -3% | -7 | 0% | -1 | -3 | 1% | -2 | 0.0% | 1
Cc1cc(C(=O)NNC(=S)NCC(C)C)no1 | 1% | 4 | 1% | -2 | 1 | 1% | 5 | -2.7% | 5
COc1cc(/C=C/c2nc(C#N)c(N3CCN(C)CC3)o2)cc(OC)c1OC | -1% | -6 | -5% | -1 | -3 | -1% | 13 | 9.4% | 0
CC(=O)c1cccc(N(CC(=O)NC2CCCC2)C(=O)CNC(=O)c2cccs2)c1 | -2% | -6 | 1% | -3 | nt | -13% | -1 | 0.4% | 1
Cc1nn(-c2ccc(Cl)cc2)c2nc(-c3cccnc3)cc(C(F)(F)F)c12 | -2% | -5 | -5% | 0 | -11 | -1% | 16 | 0.7% | 1
COc1ccc(NC(=O)NNC(=O)c2ccc(-c3ccccc3)cc2)cc1 | -1% | -14 | -2% | 1 | 9 | -2% | -2 | -0.9% | 1
Cc1cccc(C(=O)Nc2sc(-c3ccccc3)cc2C(=O)O)c1 | 8% | 0 | 2% | -2 | -3 | 8% | 16 | -1.0% | 1
COC(=O)C1(C)NC(c2ccc(O)cc2)C2C(=O)N(c3ccccc3)C(=O)C21 (centres undefined) | -3% | -10 | 1% | 1 | 16 | 1% | 11 | 0.1% | 2
COc1cccc(-c2nc3c(C#N)c[nH]n3c2NC2CCCC2)c1OC | -2% | -4 | -2% | -3 | -2 | -4% | -52* | -2.2% | 6
CCCCOc1ccc(-c2cnc3ccccc3n2)cc1 | -4% | -5 | 0% | -4 | -1 | 0% | 6 | 3.1% | 4
Cc1cccc(-n2ncc3c(N4CCN(c5ccccc5)CC4)ncnc32)c1 | -2% | -6 | 4% | 2 | 6 | 0% | 7 | -1.9% | 2
CCN(CC)C(=O)CSc1nnnn1-c1ccc(F)c(Cl)c1 | -3% | 1 | 0% | -6 | 7 | 2% | -20 | 1.2% | 13
O=C(CSc1nnnn1C1CC1)Nc1cc(S(=O)(=O)N2CCCC2)ccc1Cl | -2% | -7 | -3% | nt | nt | -8% | nt | nt | nt
COc1ccc(CC(=O)NC(C)c2nnc(SCC(=O)Nc3nc(C)cs3)n2C)cc1 (centres undefined) | -2% | -7 | -5% | 0 | -8 | 1% | 12 | 1.7% | 0
O=C(Nc1cc(Cl)ccn1)C1CCN(S(=O)(=O)c2cccs2)CC1 | 6% | -6 | 2% | -15 | -4 | -3% | -31* | 0.9% | 5
Cc1nc2c3ccccc3nc(NNC(=O)CCC(=O)N3CCN(c4cccc(C(F)(F)F)c4)CC3)n2n1 | -4% | 2 | -2% | -2 | -22 | 4% | -14 | -0.9% | 3
CCCCn1nc(C(=O)Nc2cc(S(=O)(=O)N(C)C)ccc2C)c2ccccc2c1=O | 1% | 0 | 1% | 1 | 19 | 3% | 6 | 0.7% | 0
